Bioassay records as filed in PubChem BioAssay.
AHR activator: activates the human aryl hydrocarbon receptor. 320,000 compounds, 2.5% hits. AHR-responsive luciferase reporter cells, luminescence. AID 2796. activation, % at 5 µM; in the data active = activation above about 47%;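 note: 0% = vehicle wells and 100% = reference agonist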
LAP4-GFP MLPCN: yeast TOR pathway LAP4-GFP modulation; S. cerevisiae LAP4-GFP multiplex, flow cytometry GFP, 3 h; median GFP as percent of DMSO wells; GFP response vs DMSO, % at 10 µM; 320,000 compounds, 0.34% hits; AID 2023;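 active = GFP response vs DMSO above a set limit, about the screen mean plus 3 SD, cut at about 150% in these data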
procasp3 activ: procaspase-3 (human) activation. P42574. recombinant procaspase-3 D3A, Ac-DEVD-pNA absorbance 405 nm. activation, % at 8.5 µM. 330,000 compounds, 0.11% hits;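 active = activation above the mean of all tested compounds plus 3 SD, cut at about 21% in these data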;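 note: 0% = DMSO alone and 100% = DMSO wells spiked with extra 5 µM PC-3 D3A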
Target sequence (P42574 whole entry D9A/D28A/D175A): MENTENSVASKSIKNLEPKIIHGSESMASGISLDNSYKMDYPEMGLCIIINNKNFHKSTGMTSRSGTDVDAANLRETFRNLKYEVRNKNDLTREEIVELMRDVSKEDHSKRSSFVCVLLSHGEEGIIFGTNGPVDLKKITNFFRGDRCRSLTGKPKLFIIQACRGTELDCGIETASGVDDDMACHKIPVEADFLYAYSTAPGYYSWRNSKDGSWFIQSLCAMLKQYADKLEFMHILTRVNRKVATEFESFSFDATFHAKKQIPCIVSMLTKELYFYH
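Technique: 405 nm absorbance of p-nitroaniline, reads at 0 and 120 min; Test system: Procaspase-3 D3A mutant; Incubation: 1 h enzyme-compound preincubation, then 2 h substrate reaction, 25 °C; Repeats: singlicate, each compound tested once; Benchmarks: low control DMSO wells, high control DMSO plus 5 µM PC-3 D3A.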
procasp7 counter: counter-screen for procaspase-3 activators: activators of human procaspase-7 | P55210 | recombinant procaspase-7, Ac-DEVD-pNA absorbance 405 nm; D23A/D198A/D206A triple mutant, cannot self-cleave; scale: DMSO 0, 5 µM enzyme 100 | activation, % at 8.5 µM | 330,000 compounds, 0.093% hits;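 active = percent activation above the screen-wide mean plus 3 SD, cut at about 25% in these data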
Target sequence (P55210 whole entry D23A/D198A/D206A): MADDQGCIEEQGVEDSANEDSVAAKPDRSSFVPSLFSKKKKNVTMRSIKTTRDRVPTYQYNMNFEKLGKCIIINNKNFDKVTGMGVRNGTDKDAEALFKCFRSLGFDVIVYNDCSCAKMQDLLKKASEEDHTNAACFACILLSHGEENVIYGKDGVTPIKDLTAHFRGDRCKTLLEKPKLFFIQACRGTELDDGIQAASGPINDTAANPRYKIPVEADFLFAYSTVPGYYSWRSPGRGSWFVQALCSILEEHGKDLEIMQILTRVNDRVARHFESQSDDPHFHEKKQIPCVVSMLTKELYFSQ
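Assay system: Uncleavable procaspase-7 mutant enzyme / Input: 2 µM procaspase-7 mutant as dispensed / Dosing: single nominal 8.5 µM compound dose, 0.8% DMSO final / Timing: 1 h enzyme–compound preincubation and 2 h substrate reaction, both 25 °C / Detection: p-Nitroaniline absorbance at 405 nm, read at 0 and 120 min / Replication: singlicate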
AGP1 TOR yeast: alters AGP1-GFP fluorescence in TOR pathway yeast screen; S. cerevisiae AGP1-GFP multiplex flow cytometry, 3 h; GFP as percent of DMSO wells; GFP response vs DMSO, % at 10 µM; 320,000 compounds, 0.02% hits;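 active = GFP response relative to DMSO above a set limit, near screen average plus 3 SD, cut at about 150% in these data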;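 note: median GFP channel fluorescence of the gated AGP1 strain per well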
RPL19A TOR yeast: alters RPL19A-GFP fluorescence in TOR pathway yeast screen; S. cerevisiae RPL19A-GFP strain, flow cytometry, 3 h; active compounds read low; percent response vs DMSO, % at 10 µM; 330,000 compounds, 0.3% hits;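 active = percent response vs DMSO below 50%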;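 note: median channel GFP fluorescence of the barcoded RPL19A-GFP strain; ratio of sample median GFP to plate DMSO average so 100% = DMSO; lower means less RPL19A-GFP as with rapamycin TOR inhibition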
CIT2-GFP yeast: modulators of TOR pathway CIT2-GFP in S. cerevisiae | S. cerevisiae CIT2-GFP strain, flow cytometry, 3 h; 100 means same as DMSO wells | GFP response vs DMSO, % at 10 µM | 320,000 compounds, 0.065% hits | AID 2029;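 active = GFP response relative to DMSO above a set limit, near the screen mean plus 3 SD, cut at about 150% in these data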;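 note: ratio of well median GFP fluorescence to mean of DMSO wells on the plate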
MEP2-GFP yeast: alters MEP2-GFP fluorescence in TOR pathway yeast screen | AID 2016 | GFP response vs DMSO, % at 10 µM | 330,000 compounds, 0.51% hits | S. cerevisiae MEP2-GFP strain, flow cytometry GFP, 3 h; 100% = DMSO control level;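 active = GFP response versus DMSO above a set limit, roughly screen mean plus 3 SD, cut at about 180% in these data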;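 note: median GFP fluorescence of the barcode-gated MEP2-GFP cells per well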
The depositor's hits bear a star; . = no result given.

Molecule,AHR activator,LAP4-GFP MLPCN,procasp3 activ,procasp7 counter,AGP1 TOR yeast,RPL19A TOR yeast,CIT2-GFP yeast,MEP2-GFP yeast
COc1cc2c(cc1NC(=O)COC(=O)c1ccc(C(C)(C)C)cc1)oc1ccccc12,4,92,1,-5,96,103,101,99
C=CCN(C(C)=O)C1CC(=O)N(c2ccc(OCCC)cc2)C1=O (stereo not drawn),0,101,-10,-9,108,102,114,101
COc1ccc(CC(=O)NCC(=O)NCc2cc(=O)n(C)c(=O)n2C)cc1,2,93,3,-5,101,98,106,107
CCNc1nc(Cl)nc(NCc2ccccc2)n1,7,101,5,10,103,101,102,99
OCCN(Cc1ccccc1)Cc1ccccc1Cl,5,107,7,5,101,99,102,108
OC(c1nnc(-c2ccccc2)o1)c1cccs1 (stereo not drawn),1,96,3,0,99,97,93,97
O=c1[nH]c(=O)c2nnc(N/N=C\c3ccc(O)cc3)nc2[nH]1,-9,94,-3,-16,104,106,107,106
COc1ccc2nc(NC(=O)C3CCCN(S(=O)(=O)c4c(C)noc4C)C3)sc2c1 (stereo not drawn),15,100,9,-3,105,98,108,109
CCCn1c(=O)c(C(=O)NNC(=O)c2ccc(Cl)cc2Cl)c(O)c2ccccc21,3,93,2,-5,102,102,92,99
Cc1c(Cl)cccc1N=C1SCCN1C(=O)CN1C(=O)NC2(CCCC2)C1=O,-1,105,1,9,104,99,99,100
COC(=O)C1=C(O)/C(=C\c2ccc(OCC(=O)Nc3ccc(OC)cc3)cc2)N=C1C,0,101,-31,-16,92,103,97,106
O=C(Nc1ccccc1C(=O)N/N=C/c1ccco1)c1ccc(F)cc1,200*,95,-8,12,108,104,103,101
CCCNC(=O)COc1coc(CN2CCN(c3ccccc3)CC2)cc1=O,14,98,2,3,102,97,97,93
CC(C)c1cc(N2CCN(C(=O)c3ccco3)CC2)n2c(nc3ccccc32)c1C#N,-1,106,-2,5,101,100,98,98
Cc1cc(=O)oc2c(C)c(OCC(=O)NC3CC(C)(C)NC(C)(C)C3)ccc12,0,97,-7,9,100,98,93,90
Clc1ccccc1CSc1nc2ccncc2[nH]1,34,84,-1,-4,86,91,80,84
CCC(=O)Nc1nc(-c2ccccc2)nc(SC)c1C(C)=O,18,115,5,11,95,97,94,91
CCCc1cc(N2CCCC2)n2nc(C)c(-c3ccccc3)c2n1,4,105,5,3,101,101,99,109
CCCCNc1nnc(Cc2ccc(Cl)cc2)c(=O)[nH]1,.,90,.,.,95,106,99,106
O=C(c1cccnc1Nc1ccc2c(c1)CCC2)N1CCOCC1,8,101,-1,2,100,101,98,104

By substructure, the compounds so far with an aryl methoxy group (4)
Molecule,AHR activator,LAP4-GFP MLPCN,procasp3 activ,procasp7 counter,AGP1 TOR yeast,RPL19A TOR yeast,CIT2-GFP yeast,MEP2-GFP yeast
COc1cc2c(cc1NC(=O)COC(=O)c1ccc(C(C)(C)C)cc1)oc1ccccc12,4,92,1,-5,96,103,101,99
COc1ccc(CC(=O)NCC(=O)NCc2cc(=O)n(C)c(=O)n2C)cc1,2,93,3,-5,101,98,106,107
COc1ccc2nc(NC(=O)C3CCCN(S(=O)(=O)c4c(C)noc4C)C3)sc2c1 (stereo not drawn),15,100,9,-3,105,98,108,109
COC(=O)C1=C(O)/C(=C\c2ccc(OCC(=O)Nc3ccc(OC)cc3)cc2)N=C1C,0,101,-31,-16,92,103,97,106

(listing goes on)
Molecule,AHR activator,LAP4-GFP MLPCN,procasp3 activ,procasp7 counter,AGP1 TOR yeast,RPL19A TOR yeast,CIT2-GFP yeast,MEP2-GFP yeast
O=C(CCc1ccccc1)NNC(=O)Nc1ccccc1,2,96,3,8,98,93,100,97
Cc1ccc(S(=O)(=O)N2CC(O)C[C@H]2C(=O)OCC(=O)Nc2ccc(N3CCCCC3)cc2)cc1C (stereo partly drawn),4,98,-8,-2,99,96,93,96
CC(=O)c1nc2ccccc2n1S(=O)(=O)c1ccc(C)cc1,7,104,-2,3,102,103,105,104
CCN(CC)C(=O)N1CCc2ccccc2C1CN1C(=O)c2ccccc2C1=O (stereo not drawn),2,108,-1,7,100,100,106,103
CCCn1nnc(NC(=O)c2ccco2)n1,0,92,-5,10,108,99,95,102
C=CCc1cccc(/C=N/n2c(C)nnc2C)c1O,3,109,10,7,102,103,102,120
COc1cc2c(cc1OC)CN(S(=O)(=O)c1ccccc1F)CC2,4,.,1,8,87,83,80,90
N#CC(C#N)=C(N)/C(C#N)=C/c1cc(O)c(O)c(O)c1,0,105,-10,-27,91,105,84,103
C[N+]1(C)CC2([N+](=O)[O-])CC=C(Oc3ccccc3)C([N+](=O)[O-])(C2)C1 (stereo not drawn),0,110,-11,-13,101,104,110,117
O=C(Nc1nnc(CCN2CCCCC2)s1)c1ccccc1,2,102,11,13,101,98,95,111
CC1CCCC(C)N1C(=O)Cn1c(SCC(=O)Nc2ccc3c(c2)OCO3)nc2ccccc21 (stereo not drawn),2,107,8,-1,115,102,109,114
CSc1ccc(C#N)cc1NC(=O)c1ccccc1,15,104,-5,0,97,97,100,107
COc1ccc(/C=C2\CCCC3C2=NN(C(=O)CSc2ncn[nH]2)C3c2ccc(OC)cc2)cc1 (stereo not drawn),1,91,6,10,23,101,96,103
NNC(=O)c1cccc(COCC(F)(F)C(F)F)c1,10,117,5,1,114,98,104,104
Cc1cc(C)c(S(=O)(=O)Nc2ccccc2C(=O)OCC(=O)NCc2ccccc2)c(C)c1,0,99,8,7,115,108,103,101
COc1ccccc1NC(=O)C(C)OC(=O)c1nc2nc(C)cc(C)n2n1 (stereo not drawn),0,105,7,7,111,101,105,103
O=C(CN(C(=O)CSc1nc2ccccc2o1)c1cccc(F)c1)NC1CCCCC1,1,99,3,-2,107,99,100,99
CCOC(=O)C1CCN(C(=O)C2CCCN(c3ncnc4c3nc3n4CCCCC3)C2)CC1 (stereo not drawn),0,97,9,3,103,103,112,106
CCOc1ccc(C(C(=O)NCC2CCCO2)N(Cc2ccccc2)C(=O)c2snc(C(N)=O)c2N)cc1 (stereo not drawn),-1,92,2,5,107,103,99,100
CCCCNC(=O)C1CCN(S(=O)(=O)c2c(C)noc2/C=C\c2ccc(OC)cc2)CC1,3,100,4,0,103,100,99,102
CCOc1ccc(C2/C(=C(\O)c3ccc4c(c3)OCCO4)C(=O)C(=O)N2CCCN2CCOCC2)cc1OC (stereo not drawn),4,101,-26,-79,102,104,97,107
Cc1ccc(C(=O)Cn2nc(C(=O)O)c3ccccc3c2=O)cc1C,1,106,0,0,99,96,103,88
Oc1ccc(CNc2ccccc2O)cc1,17,70,-4,-8,84,80,82,77
O=C(CCN1C(=O)c2ccccc2C1=O)Nc1sc2c(c1C(=O)NCc1ccco1)CCCC2,0,104,-7,0,98,97,96,98
C=CCn1c(=S)[nH]c2nc3c(cc2c1=O)CCCC3,22,104,-2,0,86,94,.,91
Cc1cccc(N2C(=S)NC3c4cc(Cl)ccc4OC2(C)C3C(=O)N(C)C)c1 (stereo not drawn),0,98,-1,3,98,93,86,97
COc1ccc(-c2[nH]ncc2CN2CCSCC2)c(OC)c1,6,96,3,-7,44,99,101,109
O=C(COc1ccccc1/C=C1/NC(=O)NC1=O)Nc1ccccc1,36,87,5,-6,98,103,104,106
Cc1ccc(/C=C/C(=O)Nc2ccc(S(N)(=O)=O)cc2)o1,3,107,-1,-1,104,97,101,110
OC(COCC(F)(F)C(F)(F)C(F)(F)C(F)F)Cn1c2ccccc2c2ccccc21 (stereo not drawn),11,100,2,-2,106,103,100,103
Cn1nc(C(=O)N2CCN(c3ccc(F)cc3)CC2)c2c1-c1ccccc1S(=O)(=O)C2,-3,102,-2,-4,103,100,99,104
N#CC(C#N)=C1NC2(CCCCC2)Cc2ccccc21,-1,.,7,-8,.,99,.,98
O=C(NCCc1cccnc1)c1cc(COc2ccc(F)cc2F)on1,11,102,5,-9,102,100,102,105
Cc1cc(C(=O)OCC(=O)c2cccc([N+](=O)[O-])c2)c2cccc(C)c2n1,8,99,4,-5,97,98,87,100
COc1ncnc(OC)c1NC(=O)c1ccc(F)cc1,4,94,2,2,104,101,.,97
CCC(C)NS(=O)(=O)c1ccc(S(=O)(=O)Nc2cc3c(cc2C(C)=O)OCO3)cc1 (stereo not drawn),1,93,-3,0,92,93,94,99
NC(=O)NCc1ccc(Cl)cc1,-1,96,0,12,97,97,97,102
CCCCCCc1c(C)c2ccc(OCC(=O)N[C@@H](Cc3ccccc3)C(=O)O)cc2oc1=O,0,103,4,4,100,96,96,100
CCOCCCNC(=O)C(NC(=O)C1CCC(=O)N1)c1ccc(C)cc1 (stereo not drawn),4,100,7,-1,98,98,108,102
CCc1ncc(CN2CCCCC2C(=O)Nc2ccc(Oc3ccccc3)nc2)cn1 (stereo not drawn),1,98,-3,2,104,104,111,100
O=C1c2ccccc2C(=O)N1CCCCc1cn(C[C@H]2CC[C@@H]([C@@H]3CC[C@H](Cn4cc(CCCCN5C(=O)c6ccccc6C5=O)nn4)O3)O2)nn1,-1,88,-3,-7,92,93,95,97
CC1CCN(CCCn2c(=S)[nH]c3ccccc3c2=O)CC1,2,91,5,9,92,92,98,94
